# Hsp90 inh = displaces geldanamycin probe from tumor Hsp90. AID 429. NCI-N417 lysate Hsp90, Cy3B-geldanamycin FP displacement. 64,000 tested, 0.35% active. inhibition, % at 30 µM. P07900;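 active = inhibition above 50%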;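 also: 0% = tracer plus lysate wells and 100% = tracer alone without lysate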
# Fluor 339 460 = intrinsic fluorescence of library compounds, ex339/em460 – biochemical, MLSMR library, data from DPM-DC assay, artefact control, profiling panel | compound autofluorescence, ex339/em460 nm, NADH buffer; hits give high values; 1 = no-compound wells, NADH background | fluorescence fold increase at 10 µM | 65,000 tested, 5.5% active;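 active = at 10 µM, mean starting fluorescence two-fold or more over control wells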;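 also: signal is the first read of a kinetic run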
# M1 antag = M1 muscarinic receptor (rat) antagonism | CHO-M1 cells, Fluo-4 calcium, ACh EC80 antagonist mode; hits give low values | 64,000 tested, 3.4% active | P08482 | B-score at 10 µM | AID 628;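 active = calcium fluorescence response, raw or row-and-column corrected B-score, differing from the plate sample mean either way at a set confidence level, mostly lower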
# M1 agonist = M1 muscarinic receptor agonism; CHO-M1 cells, Fluo-4 calcium fluorescence, agonist mode; hits give high values; B-score at 10 µM; 64,000 tested, 3% active; AID 626;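 active = fluorescence rise, raw or as B-score row- and column-corrected plate score, outside the 99.7% band of its plate's samples, either direction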
# D1 allo mod = D1 dopamine receptor (human) allosteric modulation; B-score at 10 µM; 58,000 tested, 5.9% active; P21728; HEK293 D1, CRE-luciferase, dopamine EC30 potentiation; actives deviate in either direction;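 active = luminescence count or its row- and column-corrected plate score outside the 99.7% band of the plate's sample wells, on either side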
# 5HT1a ag = 5-HT1a (human) receptor agonism. P08908. AID 567. 65,000 tested, 0.56% active. CHO 5-HT1a Ga15 NFAT-bla reporter, FRET ratio; 0% basal, 100% maximal reference agonist. activation, % at 10 µM;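 active = activation above the screen-wide mean activation plus 3 SD, cut at about 19% in these data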;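 also: 0% = DMSO wells and 100% = 5-CT at EC100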
# NADH enzymes = blocks coupling enzymes of NAD/NADH assays; coupled PK/LDH NADH assays, four targets; IC50, µM (series often up to 10 µM), without a hit: top-dose inhibition; AID 774; 65,000 tested, 0.02% active;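 active = single-dose screening hits from any of four coupled enzyme assays that gave an IC50 when retested across doses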;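 also: the DPM-DC format reads NADH fluorescence rather than 340 nm absorbance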
# E coli RNAP = Escherichia coli RNA polymerase inhibition. P0A8V2. E. coli RNA polymerase, fluorescence transcription assay. inhibition, %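 (tested at 10 µM)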. 62,000 tested, 0.2% active; in the data active = inhibition above about 20%;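 also: 0% = enzyme without compound and 100% = no enzyme blank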
# Target sequence (P0A8V2 whole entry, looked up): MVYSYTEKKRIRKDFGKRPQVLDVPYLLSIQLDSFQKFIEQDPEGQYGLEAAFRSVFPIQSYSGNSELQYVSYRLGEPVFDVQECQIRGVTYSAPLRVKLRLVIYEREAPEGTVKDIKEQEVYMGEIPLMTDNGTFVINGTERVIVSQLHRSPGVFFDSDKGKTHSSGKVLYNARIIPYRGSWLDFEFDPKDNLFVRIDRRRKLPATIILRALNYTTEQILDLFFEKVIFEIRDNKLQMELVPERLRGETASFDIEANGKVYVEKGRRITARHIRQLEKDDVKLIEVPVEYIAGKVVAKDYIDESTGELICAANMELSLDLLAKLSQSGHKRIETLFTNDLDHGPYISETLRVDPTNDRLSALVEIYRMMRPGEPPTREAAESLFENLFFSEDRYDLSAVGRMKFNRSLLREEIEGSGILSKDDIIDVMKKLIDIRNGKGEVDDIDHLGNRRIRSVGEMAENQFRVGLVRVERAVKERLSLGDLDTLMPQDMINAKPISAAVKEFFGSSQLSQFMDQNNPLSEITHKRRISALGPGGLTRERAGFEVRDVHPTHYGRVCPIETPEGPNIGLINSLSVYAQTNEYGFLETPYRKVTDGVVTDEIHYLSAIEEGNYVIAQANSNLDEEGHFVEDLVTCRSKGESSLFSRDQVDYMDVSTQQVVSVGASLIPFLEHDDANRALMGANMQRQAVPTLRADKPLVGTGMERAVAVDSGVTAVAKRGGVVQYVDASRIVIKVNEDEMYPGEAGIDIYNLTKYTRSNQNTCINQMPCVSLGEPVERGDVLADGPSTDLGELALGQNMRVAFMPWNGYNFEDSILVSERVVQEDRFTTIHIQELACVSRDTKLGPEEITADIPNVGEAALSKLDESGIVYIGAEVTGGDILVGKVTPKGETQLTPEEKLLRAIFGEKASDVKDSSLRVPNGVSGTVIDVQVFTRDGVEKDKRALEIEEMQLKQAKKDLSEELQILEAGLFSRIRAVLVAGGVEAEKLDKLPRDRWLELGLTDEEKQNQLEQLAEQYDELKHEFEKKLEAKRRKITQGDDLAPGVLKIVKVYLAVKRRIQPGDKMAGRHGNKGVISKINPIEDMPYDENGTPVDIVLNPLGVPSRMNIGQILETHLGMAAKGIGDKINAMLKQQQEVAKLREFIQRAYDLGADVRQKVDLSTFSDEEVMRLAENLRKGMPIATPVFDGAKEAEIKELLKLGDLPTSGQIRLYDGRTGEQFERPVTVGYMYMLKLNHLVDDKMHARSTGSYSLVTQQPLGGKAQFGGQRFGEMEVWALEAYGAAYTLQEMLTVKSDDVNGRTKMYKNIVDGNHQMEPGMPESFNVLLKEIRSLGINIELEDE
# HER2 expr 66K = Her2 kinase expression inhibition; SKBR-3 HER2 protein level, AlphaScreen, 18-24 h; hits give low values; HER2 level % of control, % at 10 µM; 65,000 tested, 0.69% active;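 active = HER2 level under 5% of the carrier-only control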;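 also: 100% = DMSO carrier and 0% = 500 nM PU-H71 HSP90 inhibitor; lower value means stronger loss of Her2 protein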
# Starred values were filed as active, the others as inactive; . = no result given; [ ] = remark or other dose.
SMILES,Hsp90 inh,Fluor 339 460,M1 antag,M1 agonist,D1 allo mod,5HT1a ag,NADH enzymes,E coli RNAP,HER2 expr 66K
COc1ccc(S(=O)(=O)N2CCCC(C(=O)O)C2)cc1Cl (centres undefined),-3.7,1.11,-0.669,-1.85,-0.0284,1.8,0.0%,13.8,91.6
CCOC(=O)c1cc2c(ccn2-c2ccc(F)cc2)n1CC(=O)N1CCN(C(=O)c2ccco2)CC1,-3.0,1.95,0.522,-0.055,-1.41,3.2,6.0%,2.6,40.5
CCc1ccc2[nH]c(=O)c(CN(Cc3nnnn3C3CCCC3)C3CCCCC3)cc2c1,-0.1,1.2,-0.0299,-0.114,2.53*,-0.6,2.0%,5.4,13.3
CCC(C)[C@H](NC(=O)NCc1cccs1)C(=O)O (some centres undefined),-1.3,1.02,0.0416,0.0569,.,-0.8,4.0%,11.9,118.0
CC(=O)Nc1cccc(Oc2nc(C)cc(C)c2C#N)c1,-2.0,1.02,0.842,0.432,0.159,-1.6,3.0%,2.2,92.9
CCOc1ccc(C(=O)OCc2nnc(-c3cccs3)o2)cc1OC,-1.8,1.05,0.0176,-1.27,15.1*,-1.7,3.0%,6.8,97.8
O=S(=O)(Nc1ncnc2c1oc1ccccc12)c1ccc(Cl)s1,-1.6,1.11,0.0225,-0.459,0.348,-1.9,5.0%,7.2,66.0
O=C(CCc1ccc(S(=O)(=O)N2CCOCC2)cc1)NCCc1ccccn1,-2.4,0.99,0.0839,0.0766,-1.11,-2.4,3.0%,-4.8,96.9
Cc1nc(-c2cccc(N)c2)cs1,0.6,1.02,-0.211,1.09,-0.665,-1.5,1.0%,3.4,139.2
Cc1cc(C)c(NC2=NCC(=O)N2C2CCCCC2)c(C)c1,0.6,1,0.443,1.13,.,-1.7,4.0%,6.8,65.0
Cc1ccc(N(C(C)C(=O)N2CCC(C)CC2)S(C)(=O)=O)cc1C (centres undefined),-0.1,1.06,-0.159,2.46*,0.0922,1.1,4.0%,-7.7,115.6
CCOc1ccc(OCC)c(NC(=O)C2CCCN(S(=O)(=O)c3c(C)n[nH]c3C)C2)c1 (centres undefined),-5.8,1.1,-0.589,0.445,-0.0288,-2.7,0.0%,-1.2,84.4
CC(=O)C1=C(O)C(=O)N(Cc2ccccc2)C1c1ccco1 (centres undefined),-0.1,1,0.166,0.459,-0.458,-4.6,9.0%,2.1,96.4
Cc1nc2c(n1O)CCC/C2=N\O,-2.0,1.12,-0.115,-0.715,-0.0378,-3.6,5.0%,2.4,101.0
Cc1ccc(/C=c2\sc3nc(-c4cccs4)nn3c2=O)o1,-11.4,1.08,0.298,45.7*,-0.0145,-2.2,4.0%,1.8,67.9
Cc1ccc2oc(-c3ccccc3C(=O)O)cc(=O)c2c1,-4.8,1.21,0.916,-0.0375,-0.119,-1.0,4.0%,7.3,147.7
CCOC(=O)C1=C(C)NC(=O)NC1c1ccc(Cl)cc1Cl (centres undefined),-0.2,1.13,0.453,-0.704,-1.55,0.2,4.0%,1.4,78.9
Cn1c(=O)c2c(nc(-n3ccnc3)n2C)n(C)c1=O,0.5,1.01,0.811,0.0203,-0.645,-0.7,2.0%,-3.1,99.3
CCN(CC)c1ccc(NC(=O)c2ccc(NC(=O)C3CCCO3)cc2)c(C)c1 (centres undefined),.,0.97,0,-0.52,-0.3,-1.1,4.0%,-0.3,58.5
Cc1cc(NC(=O)CSc2ccc3nnc(-c4cccs4)n3n2)no1,-2.1,1.12,0.208,-0.278,1.08,0.3,3.0%,6.2,89.7
O=C(CSc1ncnc2c1oc1ccccc12)NCc1ccco1,-5.3,1.05,1.27,-0.83,1.92,-1.6,4.0%,10.3,66.3
COc1cc2c(cc1OC)C(C(=O)N1CCOCC1)C(c1cccs1)N(C)C2=O (centres undefined),-2.3,1.11,0.455,-1.27,0.723,-1.5,3.0%,-3.5,116.2
CC(=O)C1=C(N2CCCCC2)CCC1=O,-1.4,1.04,-0.567,-0.623,0.594,-2.0,2.0%,6.7,89.5
OC(COCc1cccs1)CN1CCN(c2ccccn2)CC1 (centres undefined),.,1.09,1.67,1.57,.,10.2,2.0%,1.4,66.9
CCn1cc(SCC(=O)NCc2ccc3c(c2)OCO3)c2ccccc21,-4.3,1.08,-0.513,0.902,.,-1.0,3.0%,4.7,80.5

# Gathered by group, those above containing an aryl thioether with sulfur outside any ring
SMILES,Hsp90 inh,Fluor 339 460,M1 antag,M1 agonist,D1 allo mod,5HT1a ag,NADH enzymes,E coli RNAP,HER2 expr 66K
Cc1cc(NC(=O)CSc2ccc3nnc(-c4cccs4)n3n2)no1,-2.1,1.12,0.208,-0.278,1.08,0.3,3.0%,6.2,89.7
O=C(CSc1ncnc2c1oc1ccccc12)NCc1ccco1,-5.3,1.05,1.27,-0.83,1.92,-1.6,4.0%,10.3,66.3
CCn1cc(SCC(=O)NCc2ccc3c(c2)OCO3)c2ccccc21,-4.3,1.08,-0.513,0.902,.,-1.0,3.0%,4.7,80.5

# Continuation:
SMILES,Hsp90 inh,Fluor 339 460,M1 antag,M1 agonist,D1 allo mod,5HT1a ag,NADH enzymes,E coli RNAP,HER2 expr 66K
COc1cc2c(cc1OC)-c1cc(N3CCCCCC3)nc(=O)n1CC2,-5.8,2.47*,0.168,-0.308,3.9*,1.4,9.0%,5.4,92.5
Cc1cccc(N2CC(c3nc4ccccc4n3C)CC2=O)c1C (centres undefined),-2.2,1.08,-0.0788,-1.55,0.716,-1.8,4.0%,5.8,109.8
O=C(c1ccccc1)N1CCN(C2CC(=O)N(CCc3ccccc3)C2=O)CC1 (centres undefined),0.1,1.13,0.78,-0.738,.,-0.4,1.0%,0.0,64.9
O=C(NC1CCCC1)C1CCCN1C(=O)Nc1ccc(Cl)cc1 (centres undefined),3.8,1.12,0.119,-0.384,-0.0871,-1.8,2.0%,-2.2,90.4
COc1ccc(CNC(=O)NCc2ccc(OC)c(OC)c2)cc1OC,-3.8,1.08,-2.36*,-1.42,.,-2.7,2.0%,-6.0,95.0
CCc1ccc(CCC(=O)Nc2ccc(C)cc2C)o1,-5.0,1.1,0.974,0.787,0.0749,-3.4,9.0%,2.0,37.0
Cc1sc2nc(SCC(=O)NCc3ccco3)n(-c3ccccc3)c(=O)c2c1C,-3.7,1.17,0.0276,0.351,1.42,-1.9,8.0%,7.5,74.9
O=C(Cc1ccccc1F)Nc1nc(-c2cccs2)cs1,-2.0,1.06,-1.04,-0.173,0.307,-0.9,3.0%,9.5,97.4
CC(=O)C1=C(c2ccccc2)NC(=O)NC1c1ccccc1OCC#N (centres undefined),-1.1,1.11,0.486,0.00635,-0.0328,-2.8,7.0%,0.1,96.6
COc1ccc(-c2nnc(SCC(=O)Nc3ccccc3OC)o2)cc1,-5.5,1.12,-0.0704,-0.371,0.123,-0.5,6.0%,-3.2,77.9
CC1(C)Cc2c(sc3c4nnnn4c4nnnn4c23)CO1,-2.1,1.37,-0.00279,1.45,.,-0.1,12.0%,.,49.9
COc1ccc(OCC(=O)NCc2cccnc2)cc1,-18.7,1.1,-0.928,0.0919,0.116,0.2,9.0%,3.4,-14.3*
Clc1ccc2[nH]c3c(c2c1)CCc1cn[nH]c1-3,2.8,1.31,0.00598,-0.963,-0.0848,-8.1,2.0%,-1.1,61.3
O=C(C1COc2ccccc2O1)N1CCN(Cc2ccc3c(c2)OCO3)CC1 (centres undefined),-2.7,0.88,0.00255,-2.4,-0.508,-1.9,4.0%,3.7,56.5
Cc1ccc(C(=O)O)cc1S(=O)(=O)N1CCC(C(=O)O)CC1,0.2,1.13,-0.315,0.185,-0.824,-4.0,1.0%,4.8,103.6
CCN(CCNC(=O)C1CCN(Cc2nc(-c3cccc(Cl)c3)oc2C)CC1)c1ccccc1,-0.7,1.08,0.455,0.899,-1.64,3.9,4.0%,2.3,-12.7*
COC(=O)Cn1nc(-c2ccc(C)c(S(=O)(=O)N(C)C)c2)c2ccccc2c1=O,-0.6,1.14,.,.,0.601,0.4,2.0%,8.4,84.2
COC(=O)c1cc(O)c(OCc2ccccc2)c(O)c1,7.3,1.07,0.0101,-0.0156,-0.21,-2.3,4.0%,2.7,90.4
Cc1ccc(-c2noc(CSc3nnc(-c4ccccc4)n3C)n2)cc1,-1.6,1.13,.,.,-0.00165,2.1,4.0%,-3.4,90.1
COc1ccc(OC)c(C(=O)CSc2nc3ncccc3[nH]2)c1,-3.6,1,-0.312,0.408,0.52,-3.0,3.0%,-2.4,80.0
O=c1[nH]cnc2nc3n(c12)CCCCC3,3.0,1.1,-0.364,-1.58,0.26,-1.0,6.0%,0.5,112.9
COc1ccc(NC(=O)CCNC(=O)Cn2ccc3ccccc3c2=O)c(OC)c1,0.6,1.04,-0.238,0.177,0.0376,0.9,2.0%,5.6,113.4
COc1ccc2oc(-c3ccccc3)c(C(N)=O)c2c1,-4.6,2.08*,-0.0181,-1.27,-1.63,1.6,2.0%[fluoresces],-8.0,126.8
CCOC(=O)C1Cc2ccccc2CN1 (centres undefined),-1.7,1.07,-0.206,-0.431,-0.151,-3.3,6.0%,0.0,103.5
CCC1CCCCN1CC(=O)Nc1cc(C)nn1-c1nc(C)cc(C)n1 (centres undefined),-1.7,1.02,0.0121,0.0397,0.635,-1.1,10.0%,6.5,108.9

# A portion from further up, for reference:
SMILES,Hsp90 inh,Fluor 339 460,M1 antag,M1 agonist,D1 allo mod,5HT1a ag,NADH enzymes,E coli RNAP,HER2 expr 66K
COc1cc2c(cc1OC)-c1cc(N3CCCCCC3)nc(=O)n1CC2,-5.8,2.47*,0.168,-0.308,3.9*,1.4,9.0%,5.4,92.5
Cc1cccc(N2CC(c3nc4ccccc4n3C)CC2=O)c1C (centres undefined),-2.2,1.08,-0.0788,-1.55,0.716,-1.8,4.0%,5.8,109.8

# Additional structures
SMILES,Hsp90 inh,Fluor 339 460,M1 antag,M1 agonist,D1 allo mod,5HT1a ag,NADH enzymes,E coli RNAP,HER2 expr 66K
CCOC(=O)Cn1c(CN(Cc2ccccc2)Cc2ccccc2)nc2c1c(=O)n(C)c(=O)n2C,0.2,1.08,-0.202,1.57,0.0446,-0.5,5.0%,3.4,90.8
CCOC(=O)C(NS(=O)(=O)c1ccc(Br)cc1)C(C)C (centres undefined),-1.8,1.07,-0.569,0.00482,-0.267,-2.7,11.0%,-10.1,90.2
Cc1ccc2[nH]c(=O)c(CN(Cc3nnnn3Cc3ccccc3)C3CCCC3)cc2c1,-2.8,1.15,-0.113,0.352,0.0281,-1.3,9.0%,-1.0,72.9
C#CCNc1nc(C)nc2c1nnn2Cc1ccccc1F,-0.8,1.05,0.115,0.0373,3.56,-0.4,3.0%,1.3,96.8
c1ccc(Cn2nnnc2C(c2cccnc2)N2CCN(c3ccccc3)CC2)cc1 (centres undefined),1.5,1.03,-1.07,6.09*,-0.125,-0.1,4.0%,6.3,94.7
CCOc1ccc(-c2nnn(CC(=O)Nc3cc(OC)ccc3OC)n2)cc1OCC,-0.2,1.09,-0.441,-0.239,1.45,1.7,6.0%,14.6,89.9
CCc1ccc(O)c(N=Cc2ccccc2O)c1,8.7,1.06,1.32,1.17,-0.721,0.6,3.0%,27.4*,72.4
CC(=O)Nc1cccc(NC(=O)c2c(-c3c(Cl)cccc3Cl)noc2C)c1,0.8,1.12,0.194,0.0117,.,-2.2,2.0%,9.6,81.9
C=CCn1c(-c2ccc(OC)c(OC)c2)n[nH]c1=S,2.6,1.11,0.919,-0.0846,.,1.4,12.0%,2.6,121.2
O=c1oc(-c2ccco2)nc2ccccc12,-2.1,1.01,0.0461,0.241,0.286,-3.2,2.0%,7.6,58.1
O=C(C1CCCN(S(=O)(=O)c2cccc3cccnc23)C1)N1CCc2ccccc21 (centres undefined),-4.9,1.18,-0.135,3.13*,1.77,0.0,5.0%,2.3,.
CCCCNC(=O)OCCNC(=O)NC,2.1,1.02,-0.185,-0.508,0.261,-1.1,4.0%,1.1,-55.0*
CCCc1nc(C)c(-c2ccc(OC)c(OC)c2)c(=O)[nH]1,.,1.16,0.0317,-1.15,-0.361,.,4.0%,5.2,.
CC1CN(c2nc3c(c(=O)[nH]c(=O)n3C)n2Cc2ccccc2F)CC(C)O1 (centres undefined),.,1.07,1.13,-0.648,.,1.6,1.0%,-5.3,.

# Screening data as filed in PubChem.
